ROC1-CUL1 inh: blocks human RBX1-Cullin-1 di-ubiquitin formation | P62877+Q13616 | in vitro K48 di-Ub FRET, acceptor:donor ratio, 45 min | inhibition, % at 10 µM | actives 0.6% (n = 140,000) | AID 1347404; in the data active = inhibition above about 25%
Target sequence (P62877 whole entry, looked up): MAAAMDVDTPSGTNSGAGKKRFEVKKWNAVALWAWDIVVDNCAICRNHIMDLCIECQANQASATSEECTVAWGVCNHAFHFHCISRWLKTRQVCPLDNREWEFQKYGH
Target sequence (Q13616 whole entry, looked up): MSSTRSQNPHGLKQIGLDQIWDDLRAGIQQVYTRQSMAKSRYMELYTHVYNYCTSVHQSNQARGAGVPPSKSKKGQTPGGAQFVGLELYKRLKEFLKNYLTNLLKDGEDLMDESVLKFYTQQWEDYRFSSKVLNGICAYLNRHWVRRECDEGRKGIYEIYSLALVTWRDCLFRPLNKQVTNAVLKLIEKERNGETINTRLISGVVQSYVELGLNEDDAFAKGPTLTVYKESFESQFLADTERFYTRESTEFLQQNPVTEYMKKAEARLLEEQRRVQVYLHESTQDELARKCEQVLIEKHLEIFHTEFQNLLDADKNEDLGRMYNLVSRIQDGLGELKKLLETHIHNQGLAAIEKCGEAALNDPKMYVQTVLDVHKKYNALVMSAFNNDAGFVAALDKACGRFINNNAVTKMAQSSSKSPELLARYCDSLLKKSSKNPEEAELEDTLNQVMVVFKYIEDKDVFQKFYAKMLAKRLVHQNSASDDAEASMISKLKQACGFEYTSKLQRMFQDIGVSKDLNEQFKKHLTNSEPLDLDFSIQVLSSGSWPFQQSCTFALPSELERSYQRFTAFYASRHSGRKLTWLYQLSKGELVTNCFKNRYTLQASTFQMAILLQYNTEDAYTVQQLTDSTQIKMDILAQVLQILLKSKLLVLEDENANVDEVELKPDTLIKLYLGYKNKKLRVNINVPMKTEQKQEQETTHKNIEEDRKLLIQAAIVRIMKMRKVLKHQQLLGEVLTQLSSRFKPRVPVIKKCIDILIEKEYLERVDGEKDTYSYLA
* hit, by the source's call. This is a subset; rates above refer to the full screens.

ROC1-CUL1 inh	SMILES
-4	CCCCn1c(=NC(=O)c2c(-c3c(F)cccc3Cl)noc2C)c(C(=O)OCC)cc2c(=O)n3ccccc3nc21
1	CCc1ccccc1NC(=O)CSc1nnc(CC)c(CC)n1
-5	Cc1cc(Cl)c(OCCSc2ncccn2)c(Br)c1
5	Cc1ccc(CN(C(=O)c2ccccc2[N+](=O)[O-])c2ccccn2)cc1
1	COC(=O)c1cc(-c2ccccc2Cl)nc2ccccc12
2	CNC(=O)c1ccc(Nc2nnc(-c3ccc(C)c(S(=O)(=O)N(C)C)c3)c3ccccc23)cc1
5	Cc1nc(N(C)C2CCCCC2)ncc1C(C)NC(=O)c1ncoc1C (stereo unspecified)
-1	CCN(C(=O)c1cc2cc3ccc(OC)cc3nc2o1)c1cccc(C)c1
0	CCOC(=O)c1c(NC(=O)c2cc(I)ccc2Cl)sc2c1CCCC2
-5	COc1ccc(-c2onc(C)c2C)cc1S(=O)(=O)NCCc1ccccc1
3	CCOc1ccc(-n2c(C)cc(C(=O)CN3CCC(C)CC3)c2C)cc1
3	CCn1c(=O)c2c(nc3n(-c4cccc(OC)c4)c(C)c(C)n23)n(C)c1=O
-12	N#Cc1ccccc1NC(=S)NC(=O)C1CCC1
10	CS(=O)(=O)Oc1ccc(/C=C2/C(=N)N3N=C(COc4ccccc4)SC3=NC2=O)cc1
-4	CCOC(=O)C1=C(C)N=c2s/c(=C\c3ccc(OCc4ccccc4Cl)c(OC)c3)c(=O)n2C1c1ccccc1Cl (stereo unspecified)
8	COc1cccc(O)c1CN1CCCC(c2[nH]ncc2CC(C)C)C1 (stereo unspecified)
-1	O=[N+]([O-])c1ccccc1C=NC(c1ccc2ccccc2c1)C(N=Cc1ccccc1[N+](=O)[O-])c1ccc2ccccc2c1 (stereo unspecified)
-13	CC(C)(C)OC(=O)N1CCC(c2c(C(=O)NCc3ccc4c(c3)OCO4)cnn2-c2ccc(F)cc2F)CC1
-3	COc1cc2c(cc1OC)C(c1cccc(Cl)c1)CC(=O)N2 (stereo unspecified)
-1	O=C(O)c1cc2nc(-c3ccc(F)cc3)cc(C(F)(F)C(F)(F)F)n2n1
3	COC(=O)C(O)(CC(=O)Nc1cccc(C(F)(F)F)c1)C(F)(F)F (stereo unspecified)
0	O=S(=O)(c1ccccc1)N1CCC[C@H]1C(O)(c1ccccc1)c1ccccc1
-1	O=C(Nc1nnc(COc2cccc3ccccc23)s1)c1ccc(Br)cc1
-8	CCc1ccc(-c2csc(NC(=O)Nc3cccc(C)c3)n2)s1
-3	O=C(c1ccc(Br)o1)N(Cc1ccccc1)Cc1ccccc1
2	Cc1ccc2ccc3cc(C(=O)N4CCN(c5ccccc5)CC4)nc3c2[nH]1
-7	CCCOc1ccc(-c2nc(SC)[nH]c(=O)c2C#N)cc1OC
1	NS(=O)(=O)c1cc(C(=O)OCCNC(=O)c2ccccc2)c(Cl)cc1Cl
-2	O=C(NCc1ccco1)c1ccc(NS(=O)(=O)c2cccc(F)c2)cc1
6	Nc1ccc2nc(SCc3ccc(F)cc3)sc2c1
2	CC(C)Oc1ccccc1C(=O)NCc1ccccc1
1	CCCn1c(C)c(CC(=O)NCCN2CCCC2)c2c1CC(C)(C)CC2=O
4	COC(=O)c1cc2oc3ccccc3c2n1Cc1ccc(Cl)cc1
6	CO/C=C(\C(=O)OC)c1ccccc1COc1ccc2c(C)cc(=O)oc2c1
3	CC(=O)n1c(O)c(N=Nc2ccc(C(=O)Nc3ccccc3C)cc2[N+](=O)[O-])c2ccccc21
7	CC1=CN2C(=N)/C(=C/c3ccco3)C(=O)N=C2S1
-3	COc1ccccc1/C=N/Nc1nc(N2CCCCC2)nc(N2CCCCC2)n1
2	O=C(Cn1c(=O)n(Cc2ccccc2)c(=O)c2oc3ccccc3c21)Nc1ccc(Cl)cc1
-4	CN(c1ccc(OS(C)(=O)=O)cc1)S(C)(=O)=O
-2	CCC1C(=O)CC(c2ccco2)NC1c1ccco1 (stereo unspecified)
5	O=C(Nc1ccc(N=Cc2cc(Cl)cc(Cl)c2O)cc1Cl)c1ccccc1
100*	Cc1cc(/C=C2\SC(=Nc3ccc(Cl)cc3)NC2=O)c(C)n1-c1cc(C(=O)O)cc(C(=O)O)c1
5	CC1CCN(c2nc3ccc(C(=O)NCCc4ccc(S(N)(=O)=O)cc4)cc3s2)CC1
6	O=C1N=C(c2ccccc2)N(c2ccccc2)C(=O)C1C(=O)c1ccccc1 (stereo unspecified)
-5	Cc1nnc(SCC(=O)Nc2cc(C(F)(F)F)ccc2Cl)n1CC1CCCO1 (stereo unspecified)
-2	O=C1c2ccccc2CSc2c(O)cccc21
3	O=C(Oc1cccc(/C=N/Nc2nc3ccccc3s2)c1)c1ccccc1
7	O=C(Cn1nnnc1CN1CCCCCC1)N1CCN(c2ccncc2)CC1
1	Cc1cc(C)nc(NS(=O)(=O)c2ccc(NC(=O)c3ccc(COc4ccc(Br)cc4)o3)cc2)n1
4	O=C(O)c1ccc(CN2CCC(n3cc(C4CCCCC4)nn3)CC2)cc1
4	O=C(Cn1c(=O)n(-c2ccccc2Cl)c(=O)c2sc3ccccc3c21)NC1CCCC1
2	Cc1nc(CC(=O)Nc2cc(Cl)ccc2C)cs1
1	CC(C)(C)c1ccc(C(=O)NCC(c2ccco2)S(=O)(=O)c2ccccc2)cc1 (stereo unspecified)
-8	COc1ccc(NC(=O)CSc2nc(-c3ccc(OC)cc3)cc(=O)[nH]2)cc1
5	Cc1ccc(-c2ccc(/C=N/Nc3ccc([N+](=O)[O-])cc3)o2)cc1Cl
6	CCCCN(CC)CCNC(=O)CCn1cnc2onc(-c3ccc(F)cc3)c2c1=O
4	O=c1c2ccccc2c(-c2ccc(O)cc2)nn1-c1cccc(C(F)(F)F)c1
8	CN(C)S(=O)(=O)c1cccc([N+](=O)[O-])c1
3	CCCCN(CC)CCNC(=O)c1cc2c(=O)oc3ccc(C)cc3c2s1
9	N#CCN1N=C(c2ccc(NC(=O)c3ccccc3)cc2)CSC1=O

The list continues.
ROC1-CUL1 inh	SMILES
2	O=C(OCc1ccc(Cl)c(Cl)c1)C1c2ccccc2Oc2ccccc21
-9	COC(=O)C(C)Sc1nc2c(c(-c3ccc(OC)cc3)c1C#N)-c1ccccc1C2=O (stereo unspecified)
0	CC(C)CCn1nnc2sc(-c3ccccc3)cc2c1=O
13	CN(C)S(=O)(=O)N1CCC(C(=O)Nc2ccccc2Cl)CC1
-3	Cc1ccn2cc(-c3cccc(NC(=O)c4cccc(I)c4)c3)nc2c1
7	COC(=O)c1ccc(NC(=O)C(=O)NCCc2csc(-c3ccc(C(F)(F)F)cc3)n2)cc1
3	COc1ccc(Cc2nn3c(-c4ccc(C(F)(F)F)cc4)nnc3s2)cc1
1	COc1ccc(C(=O)N2CCCCC2CCN2CCCCC2)cc1 (stereo unspecified)
-6	O=C(Nc1ccc(Br)c(Cl)c1)C(F)(F)F
-11	CCC(C(=O)Nc1ccc(O)cc1C)c1ccccc1 (stereo unspecified)
-8	Cc1ccc(COCC(O)CN2CCCC(C)C2)cc1 (stereo unspecified)
0	CCOc1cc(C2C(C(N)=O)C(C)=Nc3ncnn32)cc(Br)c1O (stereo unspecified)
-7	CCn1c2ccccc2c2cc(NC(=O)c3ccc(Br)o3)ccc21
3	CCc1nnc(NC(=O)NCc2cnn(-c3cccc(F)c3)c2)s1
4	CCOC(=O)c1cc(NCc2cccs2)ccc1N1CCOCC1
-9	Cc1ccccc1OCCC(=O)N/N=C/c1ccccc1Cl
-8	Cc1cc(C)c(C#N)c(N2CCOCC2)n1
0	Nc1nc(CN2CCN(c3ccccc3)CC2)nc(Nc2ccccc2)n1
-6	Cn1c(=O)n(C)c2cc(NS(=O)(=O)c3ccc(C(C)(C)C)cc3)c(NCc3ccccc3)cc21
-3	COc1ccc(NC(=O)c2ccc3nc(C(C)C)oc3c2)cc1OC
11	Cc1ccccc1NC(=O)CN1C(=O)S/C(=C\c2ccc(-c3cccc(C(=O)O)c3C)o2)C1=O
3	Cc1c(C(=O)NCc2ccccc2)nnn1-c1ccc(Br)cc1
9	c1ccc(CSc2n[nH]c(-c3ccncc3)n2)cc1
2	Cn1c(=O)c2c([nH]c(=S)n2Cc2cccc(C(F)(F)F)c2)n(C)c1=O
3	CCc1nn2cc(-c3nonc3C)nc2s1
3	COc1ccc(CC2(CCC(=O)NCCc3cccc4ccccc34)CCC(=O)N2)c(F)c1 (stereo unspecified)
-7	Cc1sc2nc(SCC(=O)Nc3ccc(Br)cc3)[nH]c(=O)c2c1C
7	O=S(=O)(Cc1ccccc1)Nc1c(F)cccc1F
-12	C=CCN1C(=O)N=C(Cc2ccc(Sc3ccccc3)cc2)C1=O
-4	COc1ccc(C(=O)NCCc2sc(-c3ccc(Cl)cc3)nc2C)c(OC)c1
3	O=C(CSc1nc2sc3c(c2c(=O)[nH]1)CCCC3)N1CCN(CCO)CC1
-2	Cc1ccc(C)c(NC(=O)C(C)N2C(=O)C3C4C=CC(C4)C3C2=O)c1 (stereo unspecified)
-9	Cc1ccc(OCc2ccc(C(=O)N/N=C/c3sccc3C)cc2)cc1C
45*	O=C1C(=O)N(c2nnc(SCc3ccc(Cl)cc3)s2)C(c2cccs2)C1C(=O)c1cc2ccccc2o1 (stereo unspecified)
0	CCn1c(CN2CCCCCC2)nc2cc(NC(C)=O)ccc21
-6	CNC(=O)CCc1ccc(C(C)C)cc1
0	COc1nc(OC)nc(Oc2cc(Cl)c(Cl)cc2Cl)n1
6	COc1ccc(Cn2cc(C(=O)NCCCSC)nn2)cc1
3	Cc1ccc(N2C(=O)CSC23C(=O)N(CC(=O)Nc2ccccc2F)c2ccccc23)cc1C (stereo unspecified)
2	CCN1CCN(C(c2ccc(OC)cc2)C2C(=O)C=C(C)N(CCOC)C2=O)CC1 (stereo unspecified)
-5	CN1C(=S)N(CCN2CCOCC2)C(=O)/C1=C\c1cccc(/C=C2\C(=O)N(CCN3CCOCC3)C(=S)N2C)c1
12	Cc1nn(CC(=O)Nc2sc3c(c2C(N)=O)CCCC3)c(C)c1[N+](=O)[O-]
13	CCCCCOc1ccc(OCC(=O)Nc2nc3ccccc3[nH]2)cc1
-1	COc1ccc(C2C(C(=O)c3cccs3)C(=O)C(=O)N2CCc2ccc(OC)c(OC)c2)cc1 (stereo unspecified)
4	COc1cc(C(=O)Oc2ccc3oc(=O)sc3c2)cc(OC)c1OC
-5	CCN(CC)S(=O)(=O)c1ccc(C(=O)Nc2nc3ccc(Cl)cc3s2)cc1
13	CC1=NN(C(=O)c2ccc(Cn3nc(C)cc3C)o2)C(O)(C(F)(F)F)C1 (stereo unspecified)
24	NCCSc1nnnn1-c1ccccc1
2	CN(C1CCCCC1)S(=O)(=O)c1ccc2c(c1)c(=O)c(C(=O)N1CCN(c3ccccc3)CC1)cn2C
10	O=C1CCC2(CCCCC2)c2sccc21
3	Cc1ccccc1CSc1cn(CC(=O)N2CCCCC2)c2ccccc12
-2	Cc1cc(C)c(S(=O)(=O)NCC(=O)NC(C)(C)C)c(C)c1
-1	O=C(Cc1cccs1)NC1CCCCCC1
0	COc1ccc(-n2nnc(C(=O)Nc3ccccc3)c2C)cc1Cl
6	COc1ccc(-n2c(=S)[nH]c3sc4c(c3c2=O)CCC4)cc1
6	COc1ccccc1Nc1sc(C(=O)c2ccc(C)cc2C)c(N)c1S(=O)(=O)c1ccccc1
-12	CC(C)CC(=O)NC(=S)Nc1cccc(NC(=O)c2ccccc2Cl)c1
6	CCc1ccccc1NC(=O)c1ccc2c(c1)c(C)c(C)n2Cc1ccccc1
-3	CC(C)(C)c1ccc(OCc2nnc(NC(=O)c3ccc(F)cc3)s2)cc1
0	CCCCn1cc(S(=O)(=O)c2cc(C)ccc2C)c(=O)c2cc(F)c(N3CCC(C)CC3)cc21

(next part)
ROC1-CUL1 inh	SMILES
-4	CCCOC(=O)c1cccc(N=C2NC(=O)/C(=C\c3ccc(-c4ccc(C(=O)OC)cc4)o3)S2)c1
-1	COc1ccc(S(=O)(=O)Nc2cc(S(N)(=O)=O)ccc2C)cc1
-2	COc1cc(Cl)c(C)cc1NC(=O)c1cc2c(=O)oc3ccccc3c2s1
3	COCCN(C)C(=O)CC1(c2ccccc2)CC(=O)N(CCCOc2cccnc2)C1=O (stereo unspecified)
6	CCc1cc2c(=O)n(CC(=O)NCc3ccccc3)cnc2s1
6	CC(C)(C)C1CCC(OCC(O)CN2CCN(c3ccccc3F)CC2)CC1 (stereo unspecified)
-1	COc1ccc(NC2CCCN(C(=O)C3(C(N)=O)CC3)C2)cc1 (stereo unspecified)
-19	C=CCN1C(=O)N=C(Cc2cccc(OC)c2O)C1=O
-5	Cn1/c(=N/N=c2cccccc2)sc2ccccc21
0	Cc1ccc(S(=O)(=O)Nc2ccc(NC(=O)c3cc(-c4ccccc4C)nc4ccccc34)cc2)cc1
4	CSc1cccc(NC(=O)CCc2ccccc2)c1

Filtered by structure, the compounds so far with a furan ring, fused or not (15)
ROC1-CUL1 inh	SMILES
-1	CCN(C(=O)c1cc2cc3ccc(OC)cc3nc2o1)c1cccc(C)c1
-3	O=C(c1ccc(Br)o1)N(Cc1ccccc1)Cc1ccccc1
-2	O=C(NCc1ccco1)c1ccc(NS(=O)(=O)c2cccc(F)c2)cc1
4	COC(=O)c1cc2oc3ccccc3c2n1Cc1ccc(Cl)cc1
7	CC1=CN2C(=N)/C(=C/c3ccco3)C(=O)N=C2S1
2	O=C(Cn1c(=O)n(Cc2ccccc2)c(=O)c2oc3ccccc3c21)Nc1ccc(Cl)cc1
-2	CCC1C(=O)CC(c2ccco2)NC1c1ccco1 (stereo unspecified)
1	Cc1cc(C)nc(NS(=O)(=O)c2ccc(NC(=O)c3ccc(COc4ccc(Br)cc4)o3)cc2)n1
1	CC(C)(C)c1ccc(C(=O)NCC(c2ccco2)S(=O)(=O)c2ccccc2)cc1 (stereo unspecified)
5	Cc1ccc(-c2ccc(/C=N/Nc3ccc([N+](=O)[O-])cc3)o2)cc1Cl
-7	CCn1c2ccccc2c2cc(NC(=O)c3ccc(Br)o3)ccc21
11	Cc1ccccc1NC(=O)CN1C(=O)S/C(=C\c2ccc(-c3cccc(C(=O)O)c3C)o2)C1=O
45*	O=C1C(=O)N(c2nnc(SCc3ccc(Cl)cc3)s2)C(c2cccs2)C1C(=O)c1cc2ccccc2o1 (stereo unspecified)
13	CC1=NN(C(=O)c2ccc(Cn3nc(C)cc3C)o2)C(O)(C(F)(F)F)C1 (stereo unspecified)
-4	CCCOC(=O)c1cccc(N=C2NC(=O)/C(=C\c3ccc(-c4ccc(C(=O)OC)cc4)o3)S2)c1
